CHRM4 agonist: agonists of human muscarinic M4 receptor (CHRM4); activation, % at 3 µM; CHO-K1 hM4/Gqi5, Fluo-8 calcium fluorescence; vehicle 0%, full acetylcholine response 100%; 360,000 tested, 0.14% active; P08173;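 active = activation above the run mean over all test wells plus 3 SD, cut at about 32% in these data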;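 also: peak over basal fluorescence ratio per well then scaled between controls; 0% = DMSO wells and 100% = acetylcholine at EC100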
CHRM5 PAM: potentiates acetylcholine response at human M5 receptor; P08912; CHO-K1 hM5, Fluo-8 calcium, ACh EC20 PAM; 0% = ACh EC20, 100% = ACh EC100; activation, % at 3 µM; 360,000 tested, 0.3% active; AID 624038;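 active = activation above the run cutoff, the mean activation of all test compounds plus 3 SD, cut at about 18% in these data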
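Measured by: Fluo-8 calcium fluorescence; material: human M5 receptor in CHO-K1 cells; schedule: Post-acetylcholine fluorescence recording 140 s; benchmarks: low control EC20 acetylcholine (0%), high control EC100 acetylcholine (100%); read-out: Max/basal fluorescence ratio as % of EC20–EC100 ACh window; compound: single dose, 3 µM nominal final test concentration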
CRFBP-R2 agonist: CRF-BP/CRF-R2 complex agonism. AID 588473. activation, % at 13.2 µM. 350,000 tested, 0.46% active. HEK293 CRF-R2/CRF-BP, calcium dye fluorescence (FLIPR); percent of saturating CRF peptide response;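 active = activation of at least 50%, plus an integration ratio under a set limit after plate pattern correction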;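 also: plate controls were neutral control wells without compound for no effect and CRF at EC100 for full effect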
CRFR2-BP antag: CRF-BP/CRF-R2 complex antagonism. HEK293 CRF-R2/CRF-BP, CRF-induced calcium fluorescence. inhibition, % at 11.8 µM. 350,000 tested, 0.59% active. AID 588475;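 active = inhibition of the ligand-induced calcium signal above about 50% at the single tested concentration, limit read from the data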
IDE inh: inhibits human insulin-degrading enzyme in HEK cells; P14735; FAbetaB cleavage, fluorescence polarization; inhibition, % at 5.59 µM; 320,000 tested, 0.41% active;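 active = percent inhibition above the average of all tested compounds plus 3 SD, set per screening campaign, cut at about 16% in these data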;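 also: IDE supplied by intact live HEK cells; FP after avidin binding of uncleaved biotin substrate so inhibition keeps polarization high; 0% = DMSO wells and 100% = 60 µM reference IDE inhibitor Ii1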
Target sequence (P14735 whole entry, looked up): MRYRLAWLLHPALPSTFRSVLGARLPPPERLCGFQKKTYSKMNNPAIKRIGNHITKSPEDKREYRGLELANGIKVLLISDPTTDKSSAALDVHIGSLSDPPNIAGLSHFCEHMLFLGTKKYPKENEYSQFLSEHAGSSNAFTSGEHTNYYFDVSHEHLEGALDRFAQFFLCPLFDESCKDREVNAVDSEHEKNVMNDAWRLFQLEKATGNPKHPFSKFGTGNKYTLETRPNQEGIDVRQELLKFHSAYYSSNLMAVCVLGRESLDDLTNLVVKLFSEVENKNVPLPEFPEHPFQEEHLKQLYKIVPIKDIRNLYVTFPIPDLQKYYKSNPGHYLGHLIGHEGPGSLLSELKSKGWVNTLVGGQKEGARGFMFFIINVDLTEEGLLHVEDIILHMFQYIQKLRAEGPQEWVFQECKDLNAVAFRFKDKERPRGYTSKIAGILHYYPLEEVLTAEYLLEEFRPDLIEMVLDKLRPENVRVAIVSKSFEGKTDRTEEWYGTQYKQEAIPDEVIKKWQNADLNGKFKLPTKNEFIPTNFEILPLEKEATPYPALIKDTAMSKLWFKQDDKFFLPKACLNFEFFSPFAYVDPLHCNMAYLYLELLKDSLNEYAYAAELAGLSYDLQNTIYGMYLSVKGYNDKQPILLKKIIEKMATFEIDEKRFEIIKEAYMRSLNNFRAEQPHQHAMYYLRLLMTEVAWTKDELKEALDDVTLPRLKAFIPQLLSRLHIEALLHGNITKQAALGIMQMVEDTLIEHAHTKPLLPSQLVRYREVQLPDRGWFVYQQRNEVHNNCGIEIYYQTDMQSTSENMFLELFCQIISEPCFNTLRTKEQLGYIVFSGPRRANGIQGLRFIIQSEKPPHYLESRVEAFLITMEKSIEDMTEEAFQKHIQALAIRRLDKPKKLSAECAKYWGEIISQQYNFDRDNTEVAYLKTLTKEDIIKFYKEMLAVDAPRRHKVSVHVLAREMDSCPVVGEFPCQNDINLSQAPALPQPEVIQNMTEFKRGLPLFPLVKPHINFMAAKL
M5 antag: CHRM5 antagonism in calcium assay; inhibition, % at 3 µM; CHO-hM5 cells, Fluo-8 calcium fluorescence, ACh EC80; 360,000 tested, 0.59% active;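 active = inhibition above a per-plate cutoff, the mean of that plate's test compounds plus 3 SD, cut at about 27% in these data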;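 also: 0% = acetylcholine EC80 with DMSO and 100% = DMSO without agonist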
CHRM5 agonist: agonists of human muscarinic M5 receptor (CHRM5); P08912; CHO-K1 hM5 cells, Fluo-8 calcium fluorescence; 0% DMSO wells, 100% maximal acetylcholine response; activation, % at 3 µM; 360,000 tested, 0.19% active;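 active = activation above the run's mean over test compounds plus 3 SD, cut at about 23% in these data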;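 also: signal is peak over basal fluorescence ratio across the kinetic read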
CHRM4 antagonist: CHRM4 antagonism in calcium assay | AID 624125 | inhibition, % at 3 µM | P08173 | CHO-hM4 cells, ACh EC80, Fluo-8 calcium fluorescence | 360,000 tested, 0.73% active;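 active = inhibition above its plate's cutoff, the mean inhibition of sample wells plus 3 SD, cut at about 27% in these data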;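 also: 0% = acetylcholine EC80 with DMSO and 100% = DMSO without agonist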
CHRM4 PAM: positive allosteric modulators of human muscarinic M4 receptor | P08173 | CHO-K1 hM4/Gqi5, Fluo-8 calcium fluorescence, ACh EC20; 0% = ACh EC20, 100% = maximal ACh | activation, % at 3 µM | 360,000 tested, 0.4% active;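 active = activation above its plate's cutoff, the mean activation of sample wells plus 3 SD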; also: some results filed as inactive read as strong as hits
* hit, by the source's call.

Results for CSc1ccc(CN2CCC(n3nccc3NC(=O)C3CCOC3)CC2)cc1 (stereo not given) ?
CHRM4 agonist: 0.0; CHRM5 PAM: 11.1; CRFBP-R2 agonist: -1.4; CRFR2-BP antag: -7.9; IDE inh: 3.9; M5 antag: -8.4; CHRM5 agonist: -1.6; CHRM4 antagonist: 0.8; CHRM4 PAM: -1.9

How did Cn1c(=O)c2c(nc(Oc3ccc4c(c3)OCO4)n2Cc2ccc(F)cc2)n(C)c1=O do in these assays?
CHRM4 agonist: 1.3; CHRM5 PAM: -5.1; CRFBP-R2 agonist: -0.4; CRFR2-BP antag: 10.8; IDE inh: 2.7; M5 antag: 7.3; CHRM5 agonist: -1.6; CHRM4 antagonist: -0.5; CHRM4 PAM: 5.8

How did Nc1ccc(Br)cc1C(NCC(=O)O)c1ccccc1 (stereo not given) do in these assays?
CHRM4 agonist: -0.4; CHRM5 PAM: 1.9; CRFBP-R2 agonist: 1.5; CRFR2-BP antag: -3.7; IDE inh: 2.6; M5 antag: 2.7; CHRM5 agonist: -0.9; CHRM4 antagonist: 0.3; CHRM4 PAM: 8.9

Results for O=C(CCCn1c(SCc2cccc(F)c2)nc2ccccc2c1=O)NCC1CCCO1 (stereo not given) ?
CHRM4 agonist: 1.5; CHRM5 PAM: 0.4; CRFBP-R2 agonist: -0.7; CRFR2-BP antag: 23.9; IDE inh: 0.6; M5 antag: 2.4; CHRM5 agonist: 1.6; CHRM4 antagonist: -2.2; CHRM4 PAM: 1.8

How did COc1cccc(CNC(=O)c2ccc(CS(=O)(=O)Cc3ccc(C)cc3)o2)c1 do in these assays?
CHRM4 agonist: 0.5; CHRM5 PAM: -0.1; CRFBP-R2 agonist: -0.1; CRFR2-BP antag: 1.4; IDE inh: -2.2; M5 antag: 14.4; CHRM5 agonist: -3.6; CHRM4 antagonist: 0.1; CHRM4 PAM: 11.9

How did CCN(CC)c1ccc(NC(=O)c2ccc3c(c2)c(C)c(C)n3C)cc1 do in these assays?
CHRM4 agonist: -0.8; CHRM5 PAM: -3.6; CRFBP-R2 agonist: 0.9; CRFR2-BP antag: 1.7; IDE inh: -1.3; M5 antag: -13.3; CHRM5 agonist: -5.5; CHRM4 antagonist: -15.8; CHRM4 PAM: -2.9

How did COCCn1c(N)c(N(Cc2ccccc2)C(=O)CSCC(=O)Nc2ccc(C)cc2)c(=O)[nH]c1=O do in these assays?
CHRM4 agonist: 0.8; CHRM5 PAM: 7.9; CRFBP-R2 agonist: 0.2; CRFR2-BP antag: -0.5; IDE inh: 2.7; M5 antag: -10.5; CHRM5 agonist: -4.3; CHRM4 antagonist: -8.1; CHRM4 PAM: 7.1

Results for COc1ccc(/C=C(\NC(=O)/C=C/c2ccco2)C(=O)NCCc2nc3ccccc3[nH]2)cc1 ?
CHRM4 agonist: 5.6; CHRM5 PAM: -1.8; CRFBP-R2 agonist: 0.9; CRFR2-BP antag: -4.8; IDE inh: -1.1; M5 antag: 7.3; CHRM5 agonist: 3.4; CHRM4 antagonist: 6.5; CHRM4 PAM: 3.0

Results for O=C(c1ccccc1Cl)N1N=C(c2cccs2)CC1c1cccc(O)c1 (stereo not given) ?
CHRM4 agonist: 0.4; CHRM5 PAM: -5.9; CRFBP-R2 agonist: -1.2; CRFR2-BP antag: -12.8; IDE inh: 4.8; M5 antag: -2.1; CHRM5 agonist: -3.4; CHRM4 antagonist: -3.4; CHRM4 PAM: -0.4

Results for O=C(Nc1ccccc1)Nc1cc([N+](=O)[O-])ccc1F ?
CHRM4 agonist: 10.6; CHRM5 PAM: -14.3; CRFBP-R2 agonist: -0.3; CRFR2-BP antag: 3.6; IDE inh: -1.6; M5 antag: 4.5; CHRM5 agonist: 6.2; CHRM4 antagonist: -10.8; CHRM4 PAM: 2.9

Results for COc1cccc(C(=O)NC(Cc2ccccc2)c2ccc3c(c2)OCCCO3)c1 (stereo not given) ?
CHRM4 agonist: 9.9; CHRM5 PAM: -3.3; CRFBP-R2 agonist: -0.1; CRFR2-BP antag: 10.7; IDE inh: 1.6; M5 antag: 1.6; CHRM5 agonist: -0.8; CHRM4 antagonist: -16.4; CHRM4 PAM: 5.2

What do the screens show for `CCCCN(C(=O)c1ccc(-c2ccc(Cl)cc2)o1)c1c(N)n(CCC)c(=O)[nH]c1=O`?
CHRM4 agonist: 0.8; CHRM5 PAM: 0.4; CRFBP-R2 agonist: -0.3; CRFR2-BP antag: 0.8; IDE inh: -1.0; M5 antag: 11.7; CHRM5 agonist: 1.0; CHRM4 antagonist: -3.9; CHRM4 PAM: 5.6

What do the screens show for `O=C(CCCCl)OCc1cn(-c2ccc(Cl)cc2)nn1`?
CHRM4 agonist: 0.8; CHRM5 PAM: -3.0; CRFBP-R2 agonist: -0.6; CRFR2-BP antag: 8.3; IDE inh: -2.0; M5 antag: 10.3; CHRM5 agonist: -2.0; CHRM4 antagonist: 9.7; CHRM4 PAM: -0.5

Results for CC1CCN(C(=O)c2[nH]cnc2C(=O)N[C@@H](CCCCNC(=O)OC(C)(C)C)C(=O)OC(C)(C)C)CC1 ?
CHRM4 agonist: 5.3; CHRM5 PAM: 0.8; CRFBP-R2 agonist: -0.9; CRFR2-BP antag: 4.6; IDE inh: 5.8; M5 antag: 4.8; CHRM5 agonist: -2.5; CHRM4 antagonist: -6.2; CHRM4 PAM: 4.6

How did COc1nc(N/N=C/c2ccc(-c3ccccc3[N+](=O)[O-])o2)nc(N2CCOCC2)n1 do in these assays?
CHRM4 agonist: 10.3; CHRM5 PAM: -13.2; CRFBP-R2 agonist: 3.6; CRFR2-BP antag: -32.5; IDE inh: -4.5; M5 antag: 12.4; CHRM5 agonist: 2.8; CHRM4 antagonist: 4.2; CHRM4 PAM: -8.3

Results for COC(=O)c1ccccc1S(=O)(=O)Nc1ccc(OC)nc1 ?
CHRM4 agonist: 0.8; CHRM5 PAM: -4.8; CRFBP-R2 agonist: 0.2; CRFR2-BP antag: -5.9; IDE inh: 0.3; M5 antag: 2.9; CHRM5 agonist: -8.2; CHRM4 antagonist: 0.9; CHRM4 PAM: 0.9

What do the screens show for `Cc1ccc(NC(=O)C/C(N)=N/OC(=O)Nc2cccc(C)c2)cc1`?
CHRM4 agonist: 0.2; CHRM5 PAM: -3.9; CRFBP-R2 agonist: -2.6; CRFR2-BP antag: 9.4; IDE inh: -2.1; M5 antag: -1.5; CHRM5 agonist: 0.5; CHRM4 antagonist: -3.8; CHRM4 PAM: 3.1

How did CC(=O)Nc1ccc(SC[C@H](CC(C)C)N2CCN(CC(C)C)CCC2=O)cc1 do in these assays?
CHRM4 agonist: 2.1; CHRM5 PAM: -7.7; CRFBP-R2 agonist: -2.3; CRFR2-BP antag: 9.9; IDE inh: 3.3; M5 antag: 11.7; CHRM5 agonist: -3.5; CHRM4 antagonist: -6.6; CHRM4 PAM: 0.2

What do the screens show for `CC(=O)Nc1sc(C)c(C)c1C(=O)OCC(=O)N(CCC#N)c1cc(C)cc(C)c1`?
CHRM4 agonist: 0.8; CHRM5 PAM: 6.7; CRFBP-R2 agonist: -1.0; CRFR2-BP antag: -20.8; M5 antag: -1.0; CHRM5 agonist: 1.9; CHRM4 antagonist: 0.6; CHRM4 PAM: 6.1

Results for CCc1ccc(/C=C\C(=O)N2CCCC2)cc1 ?
CHRM4 agonist: -1.8; CHRM5 PAM: 0.7; CRFBP-R2 agonist: -0.1; CRFR2-BP antag: 11.2; IDE inh: -2.2; M5 antag: 6.5; CHRM5 agonist: 1.5; CHRM4 antagonist: 8.0; CHRM4 PAM: -2.3

How did COc1ccc(CN(Cc2cccnc2)C(=S)NCCc2ccccc2)cc1OC do in these assays?
CHRM4 agonist: -1.6; CHRM5 PAM: 11.7; CRFBP-R2 agonist: -0.2; CRFR2-BP antag: 21.5; IDE inh: -1.4; M5 antag: -10.1; CHRM5 agonist: -6.7; CHRM4 antagonist: -26.8; CHRM4 PAM: 11.1

How did Cc1cccc(Cc2cccc(C)c2O)c1O do in these assays?
CHRM4 agonist: 0.2; CHRM5 PAM: -1.9; CRFBP-R2 agonist: -2.1; CRFR2-BP antag: 0.1; M5 antag: 3.9; CHRM5 agonist: -2.7; CHRM4 antagonist: 5.1; CHRM4 PAM: -2.6

What do the screens show for `Cc1ccc(C(=O)Nc2cccc(Oc3ccccc3)c2)o1`?
CHRM4 agonist: -0.5; CHRM5 PAM: -0.3; CRFBP-R2 agonist: 3.1; CRFR2-BP antag: 0.6; IDE inh: 1.1; M5 antag: 0.1; CHRM5 agonist: -5.5; CHRM4 antagonist: -10.7; CHRM4 PAM: -2.3

What do the screens show for `O=C(N/N=C\c1c(F)c(F)c(F)c(F)c1F)c1ccc(-c2ccccc2)cc1`?
CHRM4 agonist: 0.5; CHRM5 PAM: 3.5; CRFBP-R2 agonist: 1.5; CRFR2-BP antag: -12.3; IDE inh: 6.3; M5 antag: -2.3; CHRM5 agonist: -3.7; CHRM4 antagonist: 3.6; CHRM4 PAM: 3.8

Results for O=C(NCC1CCCCC1)c1ccc(F)c(S(=O)(=O)N2CCOCC2)c1 ?
CHRM4 agonist: 3.4; CHRM5 PAM: -13.7; CRFBP-R2 agonist: -0.1; CRFR2-BP antag: 0.1; IDE inh: -2.6; M5 antag: 11.8; CHRM5 agonist: 2.1; CHRM4 antagonist: 6.0; CHRM4 PAM: -7.8

What do the screens show for `Cc1ccc(-c2cc(-c3ccccc3)nc(N)c2C#N)o1`?
CHRM4 agonist: 0.8; CHRM5 PAM: 2.4; CRFBP-R2 agonist: -3.4; CRFR2-BP antag: 6.9; IDE inh: 3.2; M5 antag: 3.9; CHRM5 agonist: -3.2; CHRM4 antagonist: 5.8; CHRM4 PAM: -3.6

Results for O=C(CSc1nnc2c(Cl)cc(Cl)cn12)N1CCN(c2ccc(F)cc2)CC1 ?
CHRM4 agonist: 3.1; CHRM5 PAM: -5.4; CRFBP-R2 agonist: -3.1; CRFR2-BP antag: 30.7; IDE inh: 6.4; M5 antag: 10.2; CHRM5 agonist: -2.7; CHRM4 antagonist: 3.5; CHRM4 PAM: -1.5

How did CN(NC(=O)COc1ccccc1)C1=NS(=O)(=O)c2ccccc21 do in these assays?
CHRM4 agonist: 0.7; CHRM5 PAM: 7.8; CRFBP-R2 agonist: -1.4; CRFR2-BP antag: 21.7; IDE inh: 6.7; M5 antag: 0.3; CHRM5 agonist: 1.3; CHRM4 antagonist: 0.9; CHRM4 PAM: -1.7

What do the screens show for `CC(C)(Cc1ccccc1)/[N+]([O-])=C\c1ccc(C(F)(F)F)cc1`?
CHRM4 agonist: 0.4; CHRM5 PAM: -4.5; CRFBP-R2 agonist: -0.8; CRFR2-BP antag: 10.3; IDE inh: 0.1; M5 antag: 13.5; CHRM5 agonist: -6.4; CHRM4 antagonist: 1.1; CHRM4 PAM: 2.3

Results for CON/C=C(\C=Nc1ccc(Cl)cc1)c1ncc(C(F)(F)F)cc1Cl ?
CHRM4 agonist: 0.7; CHRM5 PAM: -1.6; CRFBP-R2 agonist: 0.2; CRFR2-BP antag: -5.2; IDE inh: 4.1; M5 antag: -2.6; CHRM5 agonist: 0.1; CHRM4 antagonist: 6.7; CHRM4 PAM: 1.1

Assay outcomes deposited in PubChem BioAssay by several laboratories.

Hits appear at their usual frequency; any-hit rate near 2.9%.
